PI4K2A block: PI4K2A (human) kinase inhibition; activity change, negative = inhibition, % at 76.9 µM; actives 0.13% (n = 420,000); purified PI4K2A, ADP-Glo luminescence, 1 h; stronger effect = lower value; in the data active means activity change below about -50%; inconclusive means mostly about -30% to -49%;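 further: -100% = wells without enzyme as full effect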
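In this quantitative HTS, ADP production by PI4K2A was quantified luminescently after 1 h at ambient temperature; 100 microM adenosine served as plate-quality control.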
GRP78 ERSR act: inducers of ER stress response in human glioma cells | AID 602332 | actives 0.02% (n = 420,000) | Potency, µM, inactives show top-dose activation, hits mostly activators | U87-MG GRP78 promoter luciferase reporter, 16 h; further: potency means the concentration at half of the fitted maximal effect; series mostly up to about 76 µM; % of control where 0% means no effect; nearly all actives have a fitted effect of over 35% in size
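Stably transfected U87-MG human glioma cells carrying a GRP78-based luminescent sensor were seeded at 1000 cells/well, pin-dosed with compounds and incubated 16 h. Luciferase reagent was then added, and end-point luminescence was read after 10 min at room temperature.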
USP1-UAF1 inh: blocks the human USP1/UAF1 deubiquitinase complex | actives 0.23% (n = 390,000) | AID 743255 | Potency, µM (highest dose often 57.1 µM), for inactives: top-dose activity change, negative = inhibition, actives largely listed as inhibitors | recombinant USP1/UAF1, Ub-Rhodamine cleavage fluorescence; further: potency means the concentration at half of the fitted maximal effect; on the % scale 0 is the no-effect control and ±100 the full control effect; nearly all actives have a fitted effect of over 60% in size; inactives centre near -12
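In this screen, compounds sit with the deubiquitinase complex (1nM) for 15 min at room temperature before Ub-Rho is added at 150nM final. Fluorescence rise is then followed for 6 reads every 60 seconds.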
RXFP1 ag: agonists of human relaxin receptor RXFP1; HEK293T-RXFP1 cAMP TR-FRET, 30 min; response scale: percent of porcine relaxin response, buffer zero; Potency, µM (series often up to 57.5 µM), without a hit: at the top dose activation, most hits filed as activators; actives 0.3% (n = 370,000); AID 2676; further: potency means the concentration at half of the fitted maximal effect; on the % scale 0 is the no-effect control and ±100 the full control effect; nearly all actives have a fitted effect of over 60% in size; many of its hits are not listed in these tables
Target sequence (Q9HBX9 whole entry, looked up): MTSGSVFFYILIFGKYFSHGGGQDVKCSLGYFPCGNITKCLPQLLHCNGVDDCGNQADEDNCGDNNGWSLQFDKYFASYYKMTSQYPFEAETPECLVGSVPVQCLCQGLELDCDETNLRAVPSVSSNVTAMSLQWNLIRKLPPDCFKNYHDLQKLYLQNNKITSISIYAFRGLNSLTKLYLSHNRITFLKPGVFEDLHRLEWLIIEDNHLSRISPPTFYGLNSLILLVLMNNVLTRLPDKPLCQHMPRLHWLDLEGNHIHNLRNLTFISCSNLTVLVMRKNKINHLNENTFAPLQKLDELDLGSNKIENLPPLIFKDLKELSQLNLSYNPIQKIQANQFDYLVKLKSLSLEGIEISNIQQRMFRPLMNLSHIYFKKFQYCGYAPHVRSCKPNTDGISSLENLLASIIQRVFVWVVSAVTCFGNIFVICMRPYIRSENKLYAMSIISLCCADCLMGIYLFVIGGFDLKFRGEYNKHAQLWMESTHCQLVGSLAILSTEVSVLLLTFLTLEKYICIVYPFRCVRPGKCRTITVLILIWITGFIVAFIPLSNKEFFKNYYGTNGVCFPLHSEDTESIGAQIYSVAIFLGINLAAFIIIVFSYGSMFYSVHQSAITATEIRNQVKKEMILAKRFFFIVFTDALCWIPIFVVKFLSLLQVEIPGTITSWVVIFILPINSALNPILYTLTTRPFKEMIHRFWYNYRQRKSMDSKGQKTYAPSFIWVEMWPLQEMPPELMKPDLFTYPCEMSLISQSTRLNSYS
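HEK293 cells stably expressing RXFP1, treated 30 min at 37C with compounds plus PDE4 inhibitor Ro 20174; cAMP measured by HTRF TR-FRET. Normalized to buffer and 29 nM porcine relaxin; EC50 by Hill fit.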
Vif-A3G inh: Vif-A3G binding inhibition; HeLa A3G-eYFP + Vif (tagged APOBEC3G with the HIV-1 protein that degrades it), YFP fluorescence, overnight; AID 602310; Q9HC16; actives 0.076% (n = 410,000); Potency, µM (top dose mostly 46.1 µM), for inactives: at the highest dose activity, negative = active, usual class: inhibitors;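 further: potency means the concentration at half of the fitted maximal effect; on the % scale 0 is the no-effect control and ±100 the full control effect; nearly all actives have a fitted effect of over 60% in size; hits raise eYFP signal because A3G escapes Vif-driven loss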
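HeLa cells stably expressing Vif and C-terminally eYFP-tagged A3G, seeded overnight at 37 deg C, then exposed to compound by pintool overnight at 37 deg C. Rise in yellow fluorescence (Ex 488/Em 500-530, Acumen) marks blocked Vif-driven A3G degradation.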
mIDH1 inhibitor: blocks human mutant IDH1 R132H enzyme | O75874 | IDH1-R132H enzyme, NADPH consumption, diaphorase/resazurin fluorescence | Potency, µM (highest dose often 76.6 µM), for inactives: top-dose activity change, negative = inhibition, most hits filed as inhibitors | actives 0.093% (n = 390,000) | AID 602179; further: potency means the concentration at half of the fitted maximal effect; on the % scale 0 is the no-effect control and ±100 the full control effect; nearly all actives have a fitted effect of over 65% in size
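IDH1-R132H (0.5 ug/mL) preincubated 30 min with compound, then NADPH (0.016 mM) and alpha-KG (2 mM) added; 80 min at RT, pH 7.5. Remaining NADPH coupled via diaphorase/resazurin to fluorescence (540/590 nm); concentration-response curves normalized to no-enzyme control.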
Vif-A3F inh: Vif-A3F binding inhibition | HeLa A3F-eYFP + Vif (tagged APOBEC3F with the HIV-1 protein that degrades it), YFP fluorescence increase | Potency, µM (titrated, usually from 46.1 µM), inactives show at the highest dose activity, negative = active | actives 0.2% (n = 390,000); further: potency means the concentration at half of the fitted maximal effect; % of control where 0% means no effect; nearly all actives have a fitted effect of over 65% in size
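HeLa cells stably expressing Vif plus C-terminally eYFP-tagged A3F were seeded, incubated overnight at 37 deg C, dosed with compound, incubated overnight again at 37 deg C. Yellow fluorescence (Ex 488/Em 500-530) reported blocked Vif-mediated A3F-eYFP degradation.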
LDHA block: LDHA (human) enzyme inhibition | activity change, % (values are at about 110 or 230 µM) | AID 1347041 | P00338 | actives 0.15% (n = 480,000) | purified LDHA, NADH/diaphorase-resazurin fluorescence; stronger effect = lower value; in the data active means activity change below about -30%; inconclusive means mostly about -25% to -30%;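 further: plate controls were DMSO wells for no effect and wells without enzyme for full effect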
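Enzyme activity of human lactate dehydrogenase 5 (2 nM; 0.06 mM NADH, 0.2 mM pyruvate, 5 min, RT) is measured via a resazurin/diaphorase fluorescence readout of residual NADH.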
TrxR1 substrate: rat thioredoxin reductase 1 substrate activity; O89049; actives 0.01% (n = 390,000); Potency, µM (titrated, usually from 114 µM), inactives show at the highest dose activity change, negative = substrate turnover; purified TrxR1 substrate turnover, NADPH consumption readout; further: potency means the concentration at half of the fitted maximal effect; on the % scale 0 is the no-effect control and ±100 the full control effect; nearly all actives have a fitted effect of over 50% in size
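Rat TrxR1, dispensed at 90 nM, was prereduced with 400 uM NADPH (final) for 5 min at ~22 deg C, then incubated with compound 15 min before 400 uM selenite. A first-read NADPH fluorescence drop versus no-compound background flagged substrates.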
* = called active by the depositor; ? = inconclusive; . = no result given; & = joins results of further samples; [ ] = another dose, or the depositor's remark. Unless noted, the call rests on the fitted dose curve; in most records, active means well fitted curve in the direction sought with a large enough effect; inconclusive means small, poorly fitted or top-dose-only effect, or another doubt; inactive means no such curve, though single readings can be large; an effect the other way counts as inactive or inconclusive. This is a subset (hit frequency here may not be typical).

SMILES	PI4K2A block	GRP78 ERSR act	USP1-UAF1 inh	RXFP1 ag	Vif-A3G inh	mIDH1 inhibitor	Vif-A3F inh	LDHA block	TrxR1 substrate
O=C(CC(=O)Nc1ccc(Br)cc1)Nc1ccc(Br)cc1	-2	1%	-14%	-0.2%	-3%	-9%	-8%	-16	-1%
CCNC(=O)COC(=O)C1CCC(=O)N(c2ccc(OC)cc2)C1c1ccc(OC)cc1 (stereo not drawn)	3	-3%	-27%	-0.5%	4%	-1%	-7%	-12	-1%
CCOC(=O)c1cnc(SC)nc1Sc1ccccc1	-2	-4%	-18%	-1.0%	-4%	15%	2%	-4	-8%[57.1 µM]
O=C(CSc1nc2c([nH]c3ccccc32)c(=O)n1-c1ccc(F)cc1)Nc1ccc2c(c1)OCCO2	3	-4%	-21%	-0.1%	-7%	-2%	-7%	2	-2%[57.1 µM]
COc1cc2c(cc1NC(=O)c1cc(-c3ccccn3)nc3ccccc13)oc1ccccc12	-1	-5%	-20%	-1.4%	-8%	-6%	-3%	-4	5%
O=C(COC(=O)COc1ccccc1)Nc1ccc(Br)cc1F	-1	-1%	-5%	.	1%	9%	-7%	-10	1%[57.1 µM]
CCC1CCCCN1C(=O)COc1cc(=O)n(C)c2ccccc12 (stereo not drawn)	-2	3%	7%	1.5%	-1%	8%	2%	3	4%[57.1 µM]
CCCCCc1cc(=O)oc2c(C(CCN(CC)CC)c3ccc(OC)cc3)c(OC)cc(OC)c12 (stereo not drawn)	1	-7%	-13%	1.3%	-13%	0%	0%	9	13%
CC1CCCC(NC(=O)/C=C/c2c(F)cccc2Cl)C1C (stereo not drawn)	-3	10%	-15%	.	-6%	0%	0%	-10	1%
Cc1ccc(S(=O)(=O)Nc2cc3c(cc2N2CCOCC2)n(C)c(=O)c(=O)n3C)cc1	3	1%	-15%	13%	2%	0%	-9%	4	-5%
Cc1cccc(NC(=O)CCS(=O)(=O)c2cc(Br)cc3c2N(C(=O)C2CC2)CC3)c1	3	-2%	-12%	8.4%	2%	25%	0%	-10	-8%
COc1ccccc1NC(=S)N1CCC(c2nc3cc(C)c(C)cc3[nH]2)CC1	0	1%	?	0.2%	1%	-1%	3%	-1	2%
CN(C)CCCNC(=O)C[C@H]1C[C@H](C(=O)N2CCCCC2)[C@@]2(CCc3ccccc3)c3[nH]c4cc(CCC(=O)N(C)C)ccc4c3CCN2C1=O	-4	-2%	-18%	.	-6%	-3%[38.3 µM]	10%	-1	-2%
CCc1c(C(C)S(=O)(=O)c2ccc(C)cc2)[nH]c(=O)n1-c1ccc(C)cc1 (stereo not drawn)	2	-1%	-10%	1.7%	1%	-1%	-6%	-1	1%[57.1 µM]
CC(=O)C1=C(O)C(=O)N(c2cccc(Br)c2)C1c1ccc(Br)cc1 (stereo not drawn)	13	-2%	-25%	?	-7%	-1%	4%	-3	-7%
CCOc1ccc(N2C(=O)/C(=C\c3ccc(O)c(OC)c3)S(=O)(=O)C2c2cccc([N+](=O)[O-])c2)cc1 (stereo not drawn)	-2	-1%	-18%	-1.3%	1%	-7%	0%	-3	-12%
O=C(CSc1nc2ccccc2c(=O)[nH]1)Nc1ccccc1O	-1	4%	1%	-0.3%	-7%	7%	-13%	-5&13	-3%[57.1 µM]
COCCNC(=O)CCCn1c(=O)c2ccccc2n(Cc2ccccc2C#N)c1=O	3	-4%	-18%	1.0%	0%	0%	-9%	0	2%
CC(C)NC(=O)Cn1c(=O)nc(-c2ccccc2)c2ccccc21	-4	1%	-21%	-1.0%	2%	-2%	1%	-10	6%[57.1 µM]
Cc1ccc(S(=O)(=O)N(C)C)cc1NC(=O)C(C)N(C)CCOc1ccc(Cl)cc1 (stereo not drawn)	-2	-2%	-19%	3.1%	0%	1%	-8%	-5	0%[57.1 µM]
COc1cccc(CN(C)C(=O)c2cccc(OCc3ccccc3)c2)c1	-2	-2%	-15%	0.0%	-6%	5%	13%	-1	-11%
Nc1nnc(CCS(=O)(=O)c2ccc(Cl)cc2)s1	-2	-1%	17%	-2.3%	6%	1%	-6%	-3	7%
Cc1ccc(-n2nc3c(=O)n(CC(=O)NC(C)C)nc(C)c3c2C)cc1	1	-2%	-5%	1.4%	3%	-8%	-1%	-3	3%
COc1cc(C2c3c(-c4cc(C)cc(C)c4O)n[nH]c3C(=O)N2CCCO)cc(OC)c1OC (stereo not drawn)	-7	-6%	-10%	2.7%	-5%	0%	.	1	-1%
Cc1sc2nc(-c3ccccc3F)oc(=O)c2c1C	-6	-2%	-30%	.	-1%	0%	1%	-18	.

(further entries)
SMILES	PI4K2A block	GRP78 ERSR act	USP1-UAF1 inh	RXFP1 ag	Vif-A3G inh	mIDH1 inhibitor	Vif-A3F inh	LDHA block	TrxR1 substrate
COc1cc(OC)c2ccc(=O)oc2c1C(CC(=O)N1CCOCC1)c1ccc2c(c1)OCO2 (stereo not drawn)	-2	-4%&-3%	?	-1.2%	0%&-7%	-6%	7%	1	3%&9%
CCCCNC(=O)C(C)N(CCN(C)C)C(=O)CCCN1C(=O)NC(c2ccc([N+](=O)[O-])cc2)C(C(=O)OCc2ccccc2)=C1C (stereo not drawn)	-9	-1%	-12%	.	-1%	-12%	-1%	3	4%
CC(=O)c1ccc(-n2cc(-c3ccc(C(C)(C)C)cc3)[n+]3c2SCCC3)cc1	3	-5%	-12%	0.7%	-1%	2%	-9%	-3	-7%[57.1 µM]
CC(NS(=O)(=O)c1ccc2c(c1)C(=O)c1cc(S(=O)(=O)NC(C)C(=O)O)ccc1-2)C(=O)O (stereo not drawn)	-4	-4%	-10%	24%	4%	-9%	-19%	5	-2%[57.1 µM]
CCN(CC)CCN(C(=O)c1cc2ccccc2cc1OC)c1nc2ccc(OC)cc2s1	0	-6%	-17%	-2.4%	-6%	1%	-2%	1	2%
Cc1cccc2sc(NC(=O)Cn3c(C)csc3=O)nc12	0	0%	-3%	0.5%	0%	3%	1%	-5	-9%
COc1ccc(C2C(C(=O)Nc3ccc(OC)c(OC)c3)c3ccccc3C(=O)N2C)cc1 (stereo not drawn)	-1	-3%	?	-3.0%	-18%	8%	6%	-12	2%[57.1 µM]
O=C(Cc1ccccc1)NCC(=O)N/N=C/c1ccc(Cl)cc1	1	-2%	1%	-1.3%	0%	1%	-7%	-2	-7%
CC(NC(=O)C12CC3CC(CC(C3)C1)C2)c1ccc2c(c1)OCCO2 (stereo not drawn)	0	-4%	5%	0.8%	1%	2%	8%	0	4%
CCCc1nnc(NC(=O)CCC(=O)N2CCN(Cc3ccc(C)cc3C)CC2)s1	-2	-4%	-9%	-7.3%	3%	8%	3%	-5	0%
O=C(CSc1nc2c([nH]c3ccccc32)c(=O)n1-c1ccccc1)c1ccc(Cl)cc1	0	3%	11%	0.5%	-4%	-24%	-15%	-2	5%[57.1 µM]
COc1ccc(C=CC(=O)C=CC=Cc2ccccc2)cc1	5	-2%	-9%	.	-13%	-5%	?	0	-11%
COc1ccc(Nc2nnc(C)c3ccccc23)cc1C(N)=O	6	-1%	-14%	1.0%	-5%	0%	.	-6	1%
CCc1ccc2c(c1)/C(=N/N(C)C(=S)NC)C(=O)N2	3	0%	-7%	0.0%	-1%	3%	-16%	-1	-7%
CCc1nc2ccccc2n1Cc1ccc(F)cc1	-1	-2%	-22%	-0.5%	-9%	3%	7%	1	3%
O=C(c1cc2nc(-c3ccco3)cc(C(F)(F)F)n2n1)N1CCN(c2ccc(F)cc2)CC1	-4	-3%	-4%	5.7%	1%	0%	-4%	4	-2%
Cc1ccnc(NC(c2ccsc2)c2ccc3ccc(C)nc3c2O)c1 (stereo not drawn)	4	-4%	-18%	-0.4%	10%	1%	-8%	7	6%
COC(=O)c1ccc(NC(=O)c2cn(-c3cccc(C)n3)cn2)cc1	2	-3%	-1%	3.7%	0%	-1%	7%	-6	-10%
OC[C@H]1O[C@@](CO)(O[C@H]2O[C@H](CO)[C@@H](O)[C@H](O)[C@H]2O)[C@@H](O[C@H]2O[C@H](CO)[C@@H](O)[C@H](O)[C@H]2O)[C@@H]1O	0	-3%	11%	.	-2%	8%	-7%	-12	0%
COc1ccccc1NC(=O)c1ccc(NC(=O)CN2C(=O)CN(C)C2=O)cc1	3	-3%	1%	1.6%	0%	3%	6%	-4	-5%[57.1 µM]
Cn1cnc(S(=O)(=O)N2CCC(C(=O)N3CCN(c4ccc(Cl)cc4)CC3)CC2)c1	0	-2%	?	-0.3%	7%	-16%	0%	-6	-2%[57.1 µM]
CCCN1CCN(CCCNC(=O)Cn2nc(-c3ccc(Cl)cc3)ccc2=O)CC1	6	-2%	-8%	0.8%	-1%	8%	-5%	-7	3%

Some of these compounds in order of the LDHA block value, rising:
Molecule	PI4K2A block	USP1-UAF1 inh	LDHA block	TrxR1 substrate
COc1ccc(Nc2nnc(C)c3ccccc23)cc1C(N)=O	6	-14%	-6	1%
Cc1cccc2sc(NC(=O)Cn3c(C)csc3=O)nc12	0	-3%	-5	-9%
O=C(c1cc2nc(-c3ccco3)cc(C(F)(F)F)n2n1)N1CCN(c2ccc(F)cc2)CC1	-4	-4%	4	-2%

High-throughput results from PubChem.
